V-ATPase pHluor: regulators of yeast V-ATPase proton pumping, primary screen, pHLuorin cytosolic pH fluorescence. S. cerevisiae. response, % at 10 µM. actives 0.37% (n = 350,000); in the data active means response mostly above about 7.3%, no sharp cut-off; inactive means mostly below about 5.4%; further: actives read high; inactives centre near 0; some compounds called inactive have numbers as strong as hits; reference of the scale not given here
HTR5A inv ag: HTR5A inverse agonists in luminescence cell assay, primary screen, counter-screen for OPRM1-OPRD1 heterodimer inverse agonist project, full-deck HTS; AID 504634, 2011; inhibition, % at 9.3 µM; HTR5A cell line, inverse agonism; actives 0.083% (n = 340,000); 5-hydroxytryptamine receptor 5A (Homo sapiens), P47898; in the data active means inhibition mostly above about 23%, no sharp cut-off; inactive means mostly below about 18%;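 further: 0% = cells with DMSO and 100% = no-cell wells with DMSO; some compounds called inactive have numbers as strong as hits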
MOR-DOR ag: agonists of OPRM1-OPRD1 heterodimerization, primary screen, cell-based, luminescence. actives 0.3% (n = 340,000). activation, % at 9.3 µM. cells. Mu-type opioid receptor (Homo sapiens) + Delta-type opioid receptor (Homo sapiens), …; in the data active means activation above about 18%;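 further: 0% = vehicle-treated cells and 100% = reference agonist; values of inactives mirror those of a sister screen read the other way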
Target sequence (P35372 whole entry, looked up): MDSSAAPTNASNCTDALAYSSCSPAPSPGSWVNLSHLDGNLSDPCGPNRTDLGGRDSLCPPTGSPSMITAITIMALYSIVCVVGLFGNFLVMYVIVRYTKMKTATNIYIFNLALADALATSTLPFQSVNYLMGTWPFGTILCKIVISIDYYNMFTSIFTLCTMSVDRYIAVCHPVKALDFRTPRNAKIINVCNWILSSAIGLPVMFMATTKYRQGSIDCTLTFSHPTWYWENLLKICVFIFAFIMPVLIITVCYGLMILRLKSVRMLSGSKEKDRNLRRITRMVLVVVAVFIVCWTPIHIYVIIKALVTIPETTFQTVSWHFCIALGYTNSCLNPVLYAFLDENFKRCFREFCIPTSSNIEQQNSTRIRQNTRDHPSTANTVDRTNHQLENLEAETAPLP
Target sequence (P41143 whole entry, looked up): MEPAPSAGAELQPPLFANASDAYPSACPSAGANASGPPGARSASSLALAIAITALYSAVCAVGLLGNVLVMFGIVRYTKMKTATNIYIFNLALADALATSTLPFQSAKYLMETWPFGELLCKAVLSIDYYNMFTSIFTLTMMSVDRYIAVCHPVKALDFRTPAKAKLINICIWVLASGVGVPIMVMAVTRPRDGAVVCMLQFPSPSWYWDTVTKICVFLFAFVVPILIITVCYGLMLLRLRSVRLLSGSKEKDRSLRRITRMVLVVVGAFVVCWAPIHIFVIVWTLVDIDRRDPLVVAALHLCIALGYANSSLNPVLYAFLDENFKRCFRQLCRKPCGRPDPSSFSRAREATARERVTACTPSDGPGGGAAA
PKA-R1A act: activators of PKA-R1A holoenzyme, primary screen, biochemical, fluorescence polarization, Cy5-IP20, bovine R1A, mouse PKAc | AID 504707, 2011 | PKA-R1A dissociation; scaled: DMSO 0%, 113 µM cGMP 100% | actives 0.083% (n = 340,000) | cAMP-dependent protein kinase type I-alpha regulatory subunit (Bos taurus) + … | activation, % at 11.4 µM;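 active means percent activation above the mean of all tested compounds plus 3 SD, cut at about 19% in these data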;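 further: higher means more PKAc released from R1A so a rise in polarization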
DAGLB inh: DAGLB lipase inhibitors, primary screen, biochemical, fluorescence, HTS; Diacylglycerol lipase-beta (Homo sapiens), Q8NCG7; inhibition, % at 5.17 µM; HEK293T DAGLB membrane lysate, EnzChek fluorogenic substrate; actives 0.059% (n = 340,000); AID 504411, 2011; in the data active means inhibition above about 34%;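 further: 0% = enzyme with vehicle and 100% = wells lacking enzyme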
Arrestin-AP2 inh: inhibitors of beta-arrestin/AP2 binding, primary screen, biochemical, GPCR trafficking, flow cytometry; actives 0.31% (n = 340,000); inhibition, % at 10 µM; FITC-arrestin peptide / GST-AP2 beads; AP2 beta2 appendage carries R879A mutation; AID 504490, 2011;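 active means inhibition above a set limit, near 3 SD of compounds lacking own fluorescence, cut at about 54% in these data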;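 further: plate controls were DMSO wells for no effect and 5 µM unlabelled arrestin peptide for full effect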
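Test system: GST-tagged AP2 beta2-adaptin appendage (R879A) on 4 µm glutathione beads; also added: fluorescein-tagged arrestin peptide at 50 nM final; timing: 12 min plus 1 h, RT; signal: flow cytometry, FL1 (488/535 nm); read-out: percent drop in bead-associated FITC signal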
OPRM1-OPRD1 inv: inverse agonists of MOR-DOR heterodimerization, primary screen, cell-based, luminescence | Mu-type opioid receptor (Homo sapiens) + Delta-type opioid receptor (Homo sapiens), … | cell-based MOR-DOR heterodimer luminescence, inverse agonism | inhibition, % at 9.3 µM | actives 0.21% (n = 340,000) | AID 504357, 2011; in the data active means inhibition above about 22%, passing the limit was not always enough;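 further: 0% = cells with DMSO and 100% = wells without cells with DMSO; values of inactives mirror those of a sister screen read the other way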
PKA-R2B activ: activators of PKA-R2B holoenzyme, primary screen, biochemical, fluorescence polarization, Cy5-IP20, human; cAMP-dependent protein kinase catalytic subunit beta (Homo sapiens) + cAMP-dependent …; PKA-R2B holoenzyme dissociation; R2B truncated from residue 108, S112A mutant; 0% DMSO only, 100% 113 µM cGMP; actives 0.079% (n = 340,000); AID 504700, 2011; activation, % at 11.4 µM;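 active means activation above a cutoff set at the mean over all compounds plus 3 SD, cut at about 18% in these data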;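 further: higher means more holoenzyme dissociation and a rise in polarization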
DSG3 Ab inh: inhibitors of pemphigus antibody binding to DSG3, primary screen, biochemical, bead-based, flow cytometry, scFv-GFP; actives 0.48% (n = 310,000); binding (percent of control), % at 10 µM; DSG3-coupled beads, scFv-anti-DSG3-GFP binding; active compounds read low; Desmoglein-3 (Homo sapiens), P32926;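 active means binding more than 3 SD below its plate's average and above zero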;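 further: hits lower antibody fragment binding to DSG3; some compounds called inactive have numbers as strong as hits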
HTR5A ag: HTR5A agonists in luminescence cell assay, primary screen, counter-screen for OPRM1-OPRD1 heterodimer agonist project, full-deck HTS | activation, % at 9.3 µM | 5-hydroxytryptamine receptor 5A (Homo sapiens), P47898 | cell-based | actives 0.61% (n = 340,000); in the data active means activation mostly above about 9.5%, no sharp cut-off; inactive means mostly below about 7.6%;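 further: 0% = cells with vehicle only and 100% = reference agonist; strong numbers were not always called active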
* hit, by the source's call; · = not tested or not shown.

SMILES	V-ATPase pHluor	HTR5A inv ag	MOR-DOR ag	PKA-R1A act	DAGLB inh	Arrestin-AP2 inh	OPRM1-OPRD1 inv	PKA-R2B activ	DSG3 Ab inh	HTR5A ag
O=C(NC1CCCCCC1)c1ccc(-n2cnnc2)cc1	1	-5	-2.1	4	0	2	12	-5	114	1
O=C(C1CCCO1)N1CCN(S(=O)(=O)c2ccccc2)CC1 (configuration not stated)	3	-4	-2.4	3	0	-3	13	0	104	2
CC(C)N1CCCC(CNC(=O)CCc2nnc(CCCCc3ccccc3)o2)C1 (configuration not stated)	2	0	-1.7	2	-2	-3	8	6	100	-4
CC(C)c1ccc(NC(=O)COC(=O)c2nn(C)c(=O)c3ccccc23)cc1	2	4	2.4	-8	-4	2	-10	-1	·	-2
CCc1nnc(NC(=O)c2ccc(COc3ccccc3)o2)s1	0	1	-1.8	0	-2	31	9	9	102	0
COc1ccc(Cc2nc(C(=O)Nc3ccc(Cl)cc3)cs2)cc1	17	-7	2.2	-2	-11	0	-13	-4	98	5
Cc1cccc(N2CCN(C(=O)NCc3ccc(Cl)cc3)CC2)c1	0	-4	3.8	-13	-7	0	-19	1	100	1
Cc1ccc(C2=Nn3c(COc4ccc(Cl)cc4)nnc3SC2CC(=O)O)cc1 (configuration not stated)	2	7	-3.0	1	4	-15	16	-8	109	-3
O=C(O)c1cccc(Cn2c(Cl)c(/C=N/NC(=O)c3cc4ccccc4cc3O)sc2=O)c1	-2	-3	-1.8	-9	7	-18	10	8	96	1
O=C(Nc1cccn(Cc2ccc(F)cc2)c1=O)NC1CCCCC1	1	16	-1.6	3	2	-5	10	-5	102	7
C=CCN(CC=C)C(=O)COC(=O)c1n[nH]c2ccccc12	1	4	-1.0	-6	2	11	5	-1	89	-2
CSc1ccccc1OCc1cc(C(=O)N(C)CC2COCCO2)no1 (configuration not stated)	2	3	-1.3	-10	2	-9	7	4	110	0
Cc1cc(NC(=O)CCCn2nc([N+](=O)[O-])cc2C)no1	-2	-1	-2.2	-1	1	-14	12	-10	96	-1
c1ccc(-c2nc(NCC3CCCO3)c3oc4ccccc4c3n2)cc1 (configuration not stated)	-1	15	0.5	4	-7	-7	-2	-6	96	0
COCCN(Cc1nc2ccccc2c(=O)[nH]1)C(=O)COc1ccccc1-c1ccccc1	-2	-14	0.6	-1	1	-2	-4	-4	103	0

Ten compounds out of the list, arranged by length of the SMILES, high to low.
SMILES	V-ATPase pHluor	HTR5A inv ag	MOR-DOR ag	PKA-R1A act	DAGLB inh	Arrestin-AP2 inh	OPRM1-OPRD1 inv	PKA-R2B activ	DSG3 Ab inh	HTR5A ag
O=C(O)c1cccc(Cn2c(Cl)c(/C=N/NC(=O)c3cc4ccccc4cc3O)sc2=O)c1	-2	-3	-1.8	-9	7	-18	10	8	96	1
COCCN(Cc1nc2ccccc2c(=O)[nH]1)C(=O)COc1ccccc1-c1ccccc1	-2	-14	0.6	-1	1	-2	-4	-4	103	0
CC(C)c1ccc(NC(=O)COC(=O)c2nn(C)c(=O)c3ccccc23)cc1	2	4	2.4	-8	-4	2	-10	-1	·	-2
Cc1ccc(C2=Nn3c(COc4ccc(Cl)cc4)nnc3SC2CC(=O)O)cc1 (configuration not stated)	2	7	-3.0	1	4	-15	16	-8	109	-3
CC(C)N1CCCC(CNC(=O)CCc2nnc(CCCCc3ccccc3)o2)C1 (configuration not stated)	2	0	-1.7	2	-2	-3	8	6	100	-4
Cc1cc(NC(=O)CCCn2nc([N+](=O)[O-])cc2C)no1	-2	-1	-2.2	-1	1	-14	12	-10	96	-1
Cc1cccc(N2CCN(C(=O)NCc3ccc(Cl)cc3)CC2)c1	0	-4	3.8	-13	-7	0	-19	1	100	1
O=C(C1CCCO1)N1CCN(S(=O)(=O)c2ccccc2)CC1 (configuration not stated)	3	-4	-2.4	3	0	-3	13	0	104	2
CCc1nnc(NC(=O)c2ccc(COc3ccccc3)o2)s1	0	1	-1.8	0	-2	31	9	9	102	0
O=C(NC1CCCCCC1)c1ccc(-n2cnnc2)cc1	1	-5	-2.1	4	0	2	12	-5	114	1

Additional results
SMILES	V-ATPase pHluor	HTR5A inv ag	MOR-DOR ag	PKA-R1A act	DAGLB inh	Arrestin-AP2 inh	OPRM1-OPRD1 inv	PKA-R2B activ	DSG3 Ab inh	HTR5A ag
CSc1ccc(/C=N/N2CCN(c3ccccc3)CC2)cc1	1	-6	0.5	-8	0	-8	-3	3	110	2
C=CCNc1nc(-c2ccccn2)nnc1-c1ccccc1	-3	19	2.6	7	1	22	-13	-2	109	-5
Cc1cc(/C=N/NC(N)=S)c(O)c(/C=N/NC(N)=S)c1	-2	9	1.5	13	-16	-5	-8	10	105	-4
Cc1cc(NC(=O)CCC(=O)N(CC(=O)NCC2CCCO2)c2ccccc2C)no1 (configuration not stated)	0	-6	-1.6	-7	2	-1	9	-1	100	-4
CCN(CC)S(=O)(=O)c1ccc(Br)c(OC)c1	-1	23	0.7	-7	1	-11	-4	8	95	0
O=C(Nc1cc(S(=O)(=O)N2CCOCC2)ccc1N1CCOCC1)c1ccc([N+](=O)[O-])s1	0	3	3.0	-15	3	-10	-12	-9	102	5
CC(=O)CCc1c(C)[nH]c2ccccc2c1=O	-7	-4	-2.0	8	2	10	11	2	97	1
c1cc(CNCCCN2CCOCC2)ccn1	0	-5	-2.3	4	1	-8	13	-5	109	4
COc1cccc(CNC(=O)C2CCC(CNc3nc(=S)[nH]c4ccccc34)CC2)c1 (configuration not stated)	-2	-3	-3.1	3	1	10	16	3	105	1
N#Cc1c(-c2ccccc2)cc(C2CC2)nc1N	-11	-14	1.5	-2	-7	-5	-8	-5	102	-1
O=C(C1CCCO1)N1CCN(C(=S)Nc2ccccc2C(F)(F)F)CC1 (configuration not stated)	-2	9	-2.2	-6	-1	18	13	-5	97	-3
COc1ccccc1C1CC(=O)Nc2cc3c(cc21)OCCO3 (configuration not stated)	0	1	1.6	6	2	-1	-10	7	109	0
O=S(=O)(c1ccc2nnn(O)c2c1)N1CCCCC1	-3	-6	0.9	-1	0	7	-5	-7	96	2
O=C(NC1CCN(Cc2ccccc2)CC1)C12CC3CC(CC(C3)C1)C2	0	-15	0.2	1	-2	21	-1	-7	·	1
CC1COC(Cn2c3ccccc3c3ccccc32)O1 (configuration not stated)	-3	-15	-0.2	6	-3	6	1	3	118	0
O=C(NNC(=O)c1ccc2ccccc2c1)c1cccc(F)c1	0	-17	-2.2	-7	-1	-4	11	6	95	4
Cc1nn(C)cc1S(=O)(=O)N1CCN(c2ccccc2)CC1	-3	12	-3.3	-3	0	-13	18	-1	109	6
CC1C(=O)Nc2ccc(S(=O)(=O)N3CCN(c4ccccc4F)CC3)cc2NC1=O (configuration not stated)	0	2	-1.1	2	0	-15	7	-6	98	-1
CC(NS(=O)(=O)c1ccccc1)C(=O)NCc1ccco1 (configuration not stated)	-4	2	-3.2	-5	3	4	18	-6	102	-1
CCn1c(SCC(=O)NCc2ccco2)nc2ccccc2c1=O	1	28	-0.2	-8	-4	-23	1	-8	96	-2
O=C1CC(Nc2ccc3ccccc3c2)C(=O)N1Cc1ccccc1 (configuration not stated)	2	8	3.5	-4	-5	9	-21	-2	·	-3
CN(C)c1cccc(C(=O)OCC(=O)c2ccc[nH]2)c1	-5	9	-0.9	-2	2	32	6	-6	99	1
CCN1CCC2(CCN(Cc3cn[nH]c3-c3ccc(OC)c(F)c3)C2)C1 (configuration not stated)	6	1	1.5	2	2	1	-11	0	108	0
CC(C)n1ncc2c(C(=O)Nc3ccc(S(N)(=O)=O)cc3)cc(C3CC3)nc21	1	20	-2.7	7	3	-6	11	-2	101	-8
Cc1ccc(S(=O)(=O)N2CCOCC2)cc1NC(=O)COC(=O)c1cccc(Cl)c1Cl	4	9	-0.8	1	-4	-6	3	-7	100	6
CCC(C)(C)c1ccc(Oc2ccc(N)cc2)cc1	-2	-10	3.0	-8	-2	5	-14	-5	·	4
CC(=O)Nc1ccccc1-c1ccccc1[N+](=O)[O-]	-1	10	-0.9	6	2	2	5	2	95	-3
Cc1cc(=O)[nH]c(SCc2cccc3cccnc23)n1	-4	4	-0.5	-4	0	-6	3	3	97	-2
CC(C)C1O/C(=N/C(=O)Nc2ccc(Cl)c(Cl)c2)NC1=O (configuration not stated)	-3	-8	0.9	-2	-3	40	-5	2	·	3
Cc1nnc2n1N=C(c1ccc(F)cc1F)CS2	1	12	-2.1	-1	3	-5	11	-2	98	-3
Cc1ccc(S(=O)(=O)N2CCN(S(=O)(=O)c3ccc(C)cc3)C2c2ccccc2)cc1	4	-27	-1.7	-4	-5	8	10	-19	105	0
COc1nc(C)cc(C)c1S(=O)(=O)c1ccc(Cl)cc1	2	-4	2.7	-7	-7	-7	-16	-5	97	1
Cc1cccc(NC(=O)C2CCN(S(=O)(=O)c3ccc4c(c3)C(C)(C)C(=O)N4C)CC2)c1C	-2	17	-1.5	-9	-5	4	9	-2	98	-6
O=C(CSc1nc2ccccc2c(=O)n1-c1ccc(F)cc1)NC1CCS(=O)(=O)C1 (configuration not stated)	0	-6	-0.7	0	0	29	4	3	96	3
O=[N+]([O-])c1cccc(S(=O)(=O)N2CCCC2)c1	2	-19	-0.1	-1	-2	-11	1	2	132	3

Compound activity from PubChem BioAssay.
